PfHsp90 set2 = growth inhibition of yeast expressing Plasmodium Hsp90; 310,000 tested, 0.32% active; S. cerevisiae expressing PfHsp90, BacTiter-Glo ATP, 48 h; yeast lacking PDR1 and PDR3 efflux regulators; inhibition, % at 9.4 µM; AID 504621;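 active = every replicate shows inhibition above about 80%, whatever the replicate mean, limit read from the data; inconclusive = mean inhibition reaches the set limit but some replicate falls short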;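 note: 0% = DMSO neutral controls and 100% = 20 µM radicicol positive controls; yeast relying on Plasmodium falciparum Hsp90 in place of its own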
OPRM1-OPRD1 inv = inverse agonists of human mu-delta opioid receptor heterodimerization. P35372+P41143. cell-based MOR-DOR heterodimer luminescence, inverse agonism. inhibition, % at 9.3 µM. 340,000 tested, 0.21% active; in the data active = inhibition above about 22%, passing the limit was not always enough;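 note: 0% = cells with DMSO and 100% = wells without cells with DMSO; values of inactives mirror those of a sister screen read the other way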
Arr AP2 block = inhibitors of human beta-arrestin and AP2 interaction | 340,000 tested, 0.31% active | inhibition, % at 10 µM | FITC-arrestin peptide / GST-AP2 beads, flow cytometry; AP2 beta2 appendage carries R879A mutation;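 active = inhibition above a set limit, near 3 SD of compounds lacking own fluorescence, cut at about 54% in these data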;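 note: plate controls were DMSO wells for no effect and 5 µM unlabelled arrestin peptide for full effect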
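Test system: GST-tagged AP2 beta2-adaptin appendage (R879A) on 4 µm glutathione beads; also added: fluorescein-tagged arrestin peptide at 50 nM final; timing: 12 min plus 1 h, RT; signal: flow cytometry, FL1 (488/535 nm); read-out: percent drop in bead-associated FITC signal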
Tat export inh = blocks Tat-dependent protein export in E. coli; E. coli MC4100 TorA-mCherry Tat export, fluorescence; inhibition, % at 10 µM; 340,000 tested, 0.036% active;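 active = mean replicate inhibition at least 50% and at least half of replicates individually reaching 50%; inconclusive = only one of the two criteria met; inactive = neither criterion met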;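 note: exported cargo escapes ClpAP degradation while cytoplasmic cargo is degraded and loses fluorescence; 0% = median of neutral control wells and 100% = median of NaSCN control wells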
MOR-DOR ag = OPRM1-OPRD1 heterodimerization agonism; P35372+P41143; 340,000 tested, 0.3% active; activation, % at 9.3 µM; cells, luminescence; in the data active = activation above about 18%;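 note: 0% = vehicle-treated cells and 100% = reference agonist; values of inactives mirror those of a sister screen read the other way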
Ecoli viability = reduces bacterial viability in AddAB counter-screen | E. coli V3065 growth, OD600 absorbance, 18 h | inhibition, % at 11.9 µM | 330,000 tested, 0.27% active;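 active = inhibition above the campaign's mean inhibition across all tested compounds plus 3 SD, cut at about 9.9% in these data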;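 note: uninfected addAB+ strain grown without phage in ampicillin broth; 0% = DMSO wells and 100% = ciprofloxacin 0.95 µg/ml wells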
phage Ecoli inh = E. coli growth loss with phage present | growth absorbance | inhibition, % at 11.9 µM | 360,000 tested, 0.26% active | AID 651602; in the data active = inhibition above about 11%
AddAB inh = less growth of phage-infected E. coli with AddAB | inhibition, % at 11.9 µM | 330,000 tested, 0.29% active | E. coli expressing H. pylori AddAB, absorbance growth; in the data active = inhibition above about 12%;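 note: 0% = vehicle wells of infected cells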
Pemphigus Ab inh = inhibitors of pemphigus antibody binding to human desmoglein-3. DSG3-coupled beads, scFv-anti-DSG3-GFP binding, flow cytometry; stronger effect = lower value. binding (percent of control), % at 10 µM. 310,000 tested, 0.48% active;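 active = binding more than 3 SD below its plate's average and above zero; inconclusive = below that plate limit but binding exactly zero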;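 note: hits lower antibody fragment binding to DSG3; some compounds called inactive have numbers as strong as hits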
Target sequence (P32926 whole entry, looked up, the tested form may be a part): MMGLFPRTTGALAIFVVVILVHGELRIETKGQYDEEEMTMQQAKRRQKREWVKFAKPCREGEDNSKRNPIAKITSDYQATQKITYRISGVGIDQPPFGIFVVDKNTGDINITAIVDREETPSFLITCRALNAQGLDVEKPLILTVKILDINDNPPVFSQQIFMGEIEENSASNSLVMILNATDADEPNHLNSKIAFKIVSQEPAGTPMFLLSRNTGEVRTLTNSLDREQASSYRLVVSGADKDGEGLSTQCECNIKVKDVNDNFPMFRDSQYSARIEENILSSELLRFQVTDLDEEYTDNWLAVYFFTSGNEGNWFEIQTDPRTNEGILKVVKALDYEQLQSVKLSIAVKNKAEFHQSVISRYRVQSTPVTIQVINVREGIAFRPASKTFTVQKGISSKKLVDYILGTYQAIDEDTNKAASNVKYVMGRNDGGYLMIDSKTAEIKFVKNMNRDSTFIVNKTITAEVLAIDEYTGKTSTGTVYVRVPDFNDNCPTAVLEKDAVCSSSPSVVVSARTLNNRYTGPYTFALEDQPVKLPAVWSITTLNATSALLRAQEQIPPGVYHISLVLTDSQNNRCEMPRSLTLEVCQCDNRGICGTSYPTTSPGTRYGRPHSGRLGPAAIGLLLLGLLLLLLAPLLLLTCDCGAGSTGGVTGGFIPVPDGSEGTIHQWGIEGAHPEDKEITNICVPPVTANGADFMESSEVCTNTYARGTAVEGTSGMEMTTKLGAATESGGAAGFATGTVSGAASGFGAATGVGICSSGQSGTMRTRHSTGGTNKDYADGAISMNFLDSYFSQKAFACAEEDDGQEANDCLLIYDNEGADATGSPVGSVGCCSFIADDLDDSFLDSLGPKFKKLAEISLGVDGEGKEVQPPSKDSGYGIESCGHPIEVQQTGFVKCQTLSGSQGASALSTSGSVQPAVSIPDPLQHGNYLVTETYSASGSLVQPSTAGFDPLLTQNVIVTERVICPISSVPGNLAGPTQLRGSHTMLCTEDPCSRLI
SUMO Mot1 rescue = blocks SUMOylation pathway, rescuing yeast Mot1-301 growth; S. cerevisiae Mot1-301 growth rescue, ATP luminescence, 38.5C; percent above DMSO median, 100 means doubled; growth rescue, % at 18.8 µM; 320,000 tested, 1% active; AID 2716;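 active = every valid replicate shows activation above 250% relative to neutral control wells; inactive = the rest, any valid replicate at or below 250%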;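 note: OY570 slx delta 5 strain wells were the positive control but not used for scaling; some compounds called inactive have numbers as strong as hits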
PKA-R1A activ = PKA-R1A complex activation | P00514+P68181 | PKA-R1A dissociation, Cy5-IP20 fluorescence polarization; scaled: DMSO 0%, 113 µM cGMP 100% | activation, % at 11.4 µM | 340,000 tested, 0.083% active;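 active = percent activation above the mean of all tested compounds plus 3 SD, cut at about 19% in these data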;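 note: higher means more PKAc released from R1A so a rise in polarization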
* hit, by the source's call; ? = inconclusive; . = no result given.

SMILES	PfHsp90 set2	OPRM1-OPRD1 inv	Arr AP2 block	Tat export inh	MOR-DOR ag	Ecoli viability	phage Ecoli inh	AddAB inh	Pemphigus Ab inh	SUMO Mot1 rescue	PKA-R1A activ
CN(C(=O)c1cccc(NC(=O)Cc2ccc([N+](=O)[O-])cc2)c1)C1CC1	6	-9	5	-13	1.6	1.5	1.2	5.1	99	-5	1
CCOc1ccc(N(C)C(=O)CCc2nnc3ccc(N4CCOCC4)nn23)cc1	-4	18	27	-3	-3.6	1.4	3.3	2.7	95	-7	-2
O=C(CN(Cc1ccc(F)cc1)C(=O)CNS(=O)(=O)c1ccc(F)cc1)NCC1CCCO1 (stereo not drawn)	2	-11	-12	-1	1.4	0.5	-0.5	0.6	90	307	11
CCc1sc(N(C(=O)Cc2ccccc2)c2cccc(F)c2)nc1-c1ccc(C)cc1	10	0	19	-8	0.0	-1.1	1.5	0.9	.	-9	-6
CC1CCN(Cc2c(O)ccc3c(=O)c(-c4nc5ccccc5s4)c(N)oc23)CC1	.	-20	1	1	2.7	2.0	1.7	-0.5	87	10	-6
O=C(C1CCC(CNc2nc(=S)[nH]c3ccccc23)CC1)N1CCN(c2ccc(F)cc2)CC1 (stereo not drawn)	10	3	12	-4	-0.6	.	4.4	.	99	.	-1
Cn1nc(C(=O)NCCCN2CCCCC2)c2c1-c1ccccc1SC2	8	-6	28	-6	1.1	-1.9	0.3	2.7	106	44	5
CC(=O)Nc1ccc2[nH]c(C)cc(=O)c2c1	-8	3	-4	-5	-0.5	0.3	1.2	0.5	115	17	-4
CCOC(=O)N1CCC(NS(=O)(=O)c2ccc3c(c2)oc(=O)n3C)CC1	20	15	0	2	-3.1	-0.7	2.3	2.0	81	-9	-9
COc1ccc(CCN(Cc2cc3cc(C)cc(C)c3nc2Cl)C(=O)C2CC2)cc1	-18	-6	5	-9	1.1	-1.5	-0.9	1.6	95	-12	0
O=C(c1cccc(NS(=O)(=O)c2ccccc2)c1)N1CCCC1	-6	14	4	-3	-4.3	0.9	1.7	-0.8	103	-1	-5
CN1CCN(CCCCOc2ccccc2C=O)CC1	16	12	-2	10	-2.6	-3.0	1.3	1.4	103	-5	1
COc1ccccc1-c1nc(C#N)c(N2CCN(C(=O)c3ccco3)CC2)o1	19	16	-6	1	-3.2	-0.2	3.1	-0.7	101	-4	-4
CCOc1ccccc1NC(=O)COC(=O)c1ccccc1SCC(=O)N1CCCC1	3	4	-8	-9	-0.6	2.1	1.2	-1.8	103	.	-2
CC(=O)Nc1ccc(-c2csc(NNC(=O)c3ccccc3)n2)cc1	-27	-11	4	-4	2.0	-1.1	4.8	0.9	103	-5	3
COC(=O)c1ccc(C)c(NC(=O)CCNC(=O)c2ccc([N+](=O)[O-])cc2)c1	20	-3	-6	-9	0.6	-1.2	1.3	1.4	110	-11	-5
COc1ccc(CCC(C)NC2CCCCCCC2)cc1 (stereo not drawn)	-6	-5	64*	3	1.0	-0.5	5.4	4.8	118	4	5
COc1ccc(Nc2c3c(nc4ccccc24)CCC3)cc1	-4	-2	1	1	0.5	1.2	1.7	-0.8	99	-6	-9
Cc1ccc(SCCN2CCC(C(C)(C)C)CCC2=O)cc1 (stereo not drawn)	-2	-18	3	6	3.9	5.8	-7.2	6.0	102	-6	-11
Cc1nc2ccc(NC(=O)c3ccc([N+](=O)[O-])cc3[N+](=O)[O-])cc2s1	-13	-36	-14	1	7.8	4.0	4.3	4.5	.	-5	11
O=S(=O)(c1cccc(NC(=S)N2CCN(c3ccccc3F)CC2)c1)C(F)F	-4	-14	2	0	2.0	0.8	5.2	5.2	91	-19	7
COc1cc(/C=N/NC(=O)c2ccccn2)ccc1OC(=O)c1ccc(Br)cc1	3	0	-13	?	0.1	0.5	-0.6	-1.8	113	5	-2
O=C(CCCOc1ccccc1)OCn1nnc2ccccc2c1=O	-30	1	-2	-1	-0.3	3.0	3.0	4.7	97	-9	-3
CN(C(=O)c1ccc2c(=O)n3c(nc2c1)CCCCC3)c1cccc(Cl)c1	13	2	-6	-5	-0.3	-1.3	0.7	-0.5	.	-2	-12
Cn1c(=O)c2c(ncn2Cc2ccccc2)n(C)c1=O	1	5	-3	-1	-0.8	-0.7	3.8	-1.3	102	-18	-1
Cc1ccc(CN2CCC(=O)N2)cc1	-1	2	40	2	-0.5	-0.1	-0.4	-3.7	92	13	-3
O=C(COc1ccccc1F)Nc1ccc(S(=O)(=O)Nc2nccs2)cc1	-4	-16	2	-7	2.3	2.8	2.7	6.8	77	8	-3
Cc1ccc(C)c2[nH]c(=O)c(CCNC(=O)c3ccc(S(=O)(=O)N(C)C)cc3)cc12	40	0	2	-9	0.0	1.2	0.8	-0.8	103	-10	-11
O=C(CCc1nnc2ccc(NCc3ccco3)nn12)Nc1ccccc1F	-21	9	2	-4	-1.8	0.5	0.2	1.0	106	21	-4
CC(CCc1ccccc1)NC(=O)c1cccnc1 (stereo not drawn)	2	17	-11	2	-2.8	0.0	0.4	1.8	.	-18	-7
CC(C)CC(COCc1cccc(C(F)(F)F)c1)N1CCN(C(=O)c2cccc(C(F)(F)F)c2)CCC1=O (stereo not drawn)	28	-22	5	26	3.8	-1.7	2.1	0.2	103	-8	-8
C/C(=N\NC(=O)C1CC1c1ccccc1)c1ccc(C)s1 (stereo not drawn)	12	-23	16	7	4.0	1.0	4.8	4.3	100	-5	-3
Cn1cc(CC(=O)NCCCN2CCCC2)c2ccccc21	43	11	-4	5	-2.0	-0.7	1.5	-3.4	104	373	-7
Cc1nnsc1NC(=O)OCc1ccc(Cl)cc1Cl	-27	-7	3	-4	1.4	0.8	2.6	3.5	108	-4	1
N#Cc1c(/N=C/N2CCOCC2)sc2c1CCCCC2	.	1	4	-4	-0.2	1.6	2.5	-0.6	100	42	4
Cc1ccc(CC2SC(N)=NC2=O)cc1 (stereo not drawn)	20	14	8	30	-2.8	0.4	1.7	3.5	107	20	-8
CCOC(=O)Cc1csc(NC(=O)Cn2cnc3c2c(=O)n(C)c(=O)n3C)n1	23	.	1	-3	.	1.5	3.1	1.7	99	-9	-2
O=C(Nc1nc2c(s1)CN(Cc1ccccc1)CC2)C1CCCC1	10	4	-11	-4	-0.7	1.1	0.2	0.2	116	-7	-7
O=C(COC(=O)Cn1[nH]c(=O)c2ccccc2c1=O)NNC(=O)c1ccccc1	15	20	6	3	-5.1	0.3	1.1	0.2	.	-1	13
O=C1C(c2ccccc2)c2ccccc2N1Cc1ccccc1 (stereo not drawn)	-1	10	2	8	-2.2	.	2.4	.	88	.	-5
COc1ccc(CCN2CC(C(=O)N(C)CC(=O)Nc3ccc(F)c(F)c3F)CC2=O)cc1OC (stereo not drawn)	2	7	-3	-4	-2.0	.	2.3	.	.	.	-6
CCOc1ccc(S(=O)(=O)N(CC(=O)Nc2cc(C)on2)Cc2ccccc2Cl)cc1	-13	-10	2	11	1.8	0.9	-0.1	0.0	106	118	-14
COc1ccc(S(=O)(=O)N2CCCCC2)cc1NC(=O)CCCOc1ccc(C)cc1	3	13	-2	5	-3.6	-0.2	1.3	3.3	105	3	1
NC(=O)c1ccccc1NC(=O)CC12CC3CC(CC(Br)(C3)C1)C2	-5	7	-4	20	-1.0	-0.3	-0.2	-1.1	89	-14	-5
Cc1ccc(Cn2c(SCC(=O)N(C)C3CCS(=O)(=O)C3)nc3ccccc3c2=O)cc1 (stereo not drawn)	.	3	18	3	-0.5	0.7	0.5	-0.9	100	-2	-7
OCC1(CCc2ccccc2)CCN(Cc2c(F)ccc(F)c2F)CC1	22	-44	2	3	6.4	0.9	4.8	2.9	102	-1	3
COc1cc(OC)c(C(=O)OCC(=O)N2CCN(S(=O)(=O)c3ccc(C)cc3C)CC2)cc1OC	1	0	4	-2	0.0	.	0.7	.	99	.	2
O=c1nc(NO)ccn1C1CCCO1 (stereo not drawn)	-21	12	7	13	-2.7	.	3.0	.	95	.	1
COc1ccc(S(=O)(=O)N2CCN(c3ccc(F)cc3)CC2)cc1C(=O)N1CCOCC1	33	15	46	-5	-2.6	-0.9	-1.4	3.4	92	432*	-11
Cc1ccc(NC(=O)Nc2c(C)[nH]c(=O)[nH]c2=O)cc1Cl	10	18	39	-1	-3.4	-0.3	2.0	-2.5	92	-5	-8
CCN(C(=O)COC(=O)c1ccccc1Oc1ccccc1)c1c(N)n(Cc2ccccc2)c(=O)[nH]c1=O	-8	19	5	-4	-5.1	.	1.3	.	.	.	-17
CC(=O)Nc1ccc(C(=O)N/C(=C\c2ccccc2)C(=O)Nc2cccc(C(=O)O)c2)cc1	-14	14	25	-6	-2.7	0.7	0.6	-0.2	88	-1	6
CC(O)CNc1nc2ccccc2n1-c1ncnc2sc3c(c12)CCC3 (stereo not drawn)	-4	5	-15	0	-0.8	-3.6	-1.9	-2.4	.	187	-6
O=C1C=C(NNC(=O)c2cccnc2)CC(c2ccco2)C1 (stereo not drawn)	2	19	0	-4	-4.0	3.6	1.4	0.7	100	.	6
Cc1ccc(NC(=O)c2noc3c2CCC3)cc1C	-12	4	1	-3	-0.8	.	4.2	.	95	.	-7
CCCCOC(=O)C1=C(N)N2C(=O)C(C)SC2=C(C(=O)OCC)C1c1ccc(O)c(OC)c1 (stereo not drawn)	72	-8	-3	18	1.6	2.3	0.3	-0.5	102	-38	-6
Cc1ccc([N+](=O)[O-])cc1N(CC(=O)NCC1CCCO1)S(C)(=O)=O (stereo not drawn)	-57	15	-13	9	-2.9	5.7	1.8	2.2	95	-4	12
NC(=NC(=O)c1ccccc1)C1=C(O)CCC1=O	4	6	-3	2	-1.0	2.4	0.0	4.5	107	12	-5
O=C(Nc1sc2c(c1C(=O)NC1CC1)CCCCCC2)c1ccco1	-39	-38	9	-14	6.9	1.6	1.7	2.3	109	-23	2
CC1(C)Cc2ccccc2C(NN=C2CCCC2)=N1	9	4	1	0	-0.8	1.6	2.8	5.1	95	1	0

Retrieved by structure from the list above:
SMILES	PfHsp90 set2	OPRM1-OPRD1 inv	Arr AP2 block	Tat export inh	MOR-DOR ag	Ecoli viability	phage Ecoli inh	AddAB inh	Pemphigus Ab inh	SUMO Mot1 rescue	PKA-R1A activ
CCOc1ccc(S(=O)(=O)N(CC(=O)Nc2cc(C)on2)Cc2ccccc2Cl)cc1	-13	-10	2	11	1.8	0.9	-0.1	0.0	106	118	-14
COc1ccccc1-c1nc(C#N)c(N2CCN(C(=O)c3ccco3)CC2)o1	19	16	-6	1	-3.2	-0.2	3.1	-0.7	101	-4	-4
